High-throughput results deposited in PubChem BioAssay by several laboratories.
dFosB activator: activators of mouse delta FosB homodimer; P13346; 340,000 compounds, 0.99% hits; purified delta FosB, TAMRA-CDK5 oligo fluorescence polarization; percent of positive-control signal above neutral wells; AID 493131; activation, % at 25 µM;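 active means mean activation above about 17%, with every replicate also reaching it, limit read from the data, passing the limit was not always enough; inconclusive means only one of the two conditions met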;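 further: fluorescence polarization rise as delta FosB binds a TAMRA Cdk5 AP-1 oligo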
Rtt109 HAT inh: blocks Candida albicans Rtt109/Vps75 acetyltransferase activity | Q5AAJ8 | purified Rtt109/Vps75, ThioGlo CoA-SH fluorescence, 4 h | inhibition, % at 34.9 µM | AID 540336 | 330,000 compounds, 0.16% hits;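 active means inhibition of at least 50% in every replicate; inconclusive means best replicate reaches 50% inhibition but some replicates fall short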
Target sequence (Q5AAJ8 whole entry, looked up): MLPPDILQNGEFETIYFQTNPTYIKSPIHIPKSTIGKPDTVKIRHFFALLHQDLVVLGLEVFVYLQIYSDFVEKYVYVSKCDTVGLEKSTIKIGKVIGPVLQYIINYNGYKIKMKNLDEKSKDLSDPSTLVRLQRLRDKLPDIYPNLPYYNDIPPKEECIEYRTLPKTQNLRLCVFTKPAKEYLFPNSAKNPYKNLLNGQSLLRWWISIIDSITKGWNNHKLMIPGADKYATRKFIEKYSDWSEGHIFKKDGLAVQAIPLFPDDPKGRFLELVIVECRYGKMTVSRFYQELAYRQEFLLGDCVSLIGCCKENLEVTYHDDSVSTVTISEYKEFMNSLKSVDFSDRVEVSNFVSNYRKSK
C-LANA FP: KSHV C-LANA DNA binding inhibition. MBP-C-LANA/FAM-LBS DNA binding, fluorescence polarization. inhibition, % at 9 µM. 340,000 compounds, 0.078% hits. AID 504423;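 active means highest replicate inhibition at or above 60% at 9 µM, even if other replicates fall short; inactive means all replicates below 60% inhibition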;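 further: 0% = neutral control wells and 100% = 4 µM acridine orange control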
RTF Ca sens inh: cardiac RTF calcium desensitization. inhibition, % at 7.15 µM. IANBD-labeled cardiac RTF, Ca2+ fluorescence. P19429+P45379. 340,000 compounds, 0.12% hits. AID 493244;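 active means inhibition above the mean inhibition of all tested compounds plus 3 SD, cut at about 17% in these data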;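 further: assay run at fixed EC70 calcium of 1.6 mM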
CDK5 p35 inh: inhibitors of human CDK5/p35 kinase; Q00535+Q15078; Recombinant CDK5/p35, ADP-Glo luminescence, 60 min; inhibition, % at 10 µM; 330,000 compounds, 0.01% hits; AID 488839;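 active means highest replicate inhibition of at least 50% and at least 75% of replicates reaching 50%; inconclusive means only one of the two criteria met; inactive means both criteria failed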;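 further: plate controls were DMSO neutral control for no effect and GW8510 at 10 µM for full effect; many of its hits are not listed in these tables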
SUMO Mot1 rescue: inhibitors of SUMOylation pathway: yeast Mot1-301 growth rescue | S. cerevisiae Mot1-301 growth rescue, ATP luminescence, 38.5C; percent above DMSO median, 100 means doubled | growth rescue, % at 18.8 µM | 320,000 compounds, 1% hits;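 active means every valid replicate shows activation above 250% relative to neutral control wells; inactive means the rest, any valid replicate at or below 250%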;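 further: OY570 slx delta 5 strain wells were the positive control but not used for scaling; some compounds called inactive have numbers as strong as hits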
PfHsp90 set2: reduces growth (ATP signal) of yeast expressing P. falciparum Hsp90 | inhibition, % at 9.4 µM | S. cerevisiae expressing PfHsp90, BacTiter-Glo ATP, 48 h; yeast lacking PDR1 and PDR3 efflux regulators | 310,000 compounds, 0.32% hits;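 active means every replicate shows inhibition above about 80%, whatever the replicate mean, limit read from the data; inconclusive means mean inhibition reaches the set limit but some replicate falls short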;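 further: 0% = DMSO neutral controls and 100% = 20 µM radicicol positive controls; yeast relying on Plasmodium falciparum Hsp90 in place of its own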
RTF Ca sens act: increases calcium sensitivity of human cardiac regulated thin filaments; P19429+P45379; IANBD-labeled TnC RTF fluorescence at EC20 calcium; 0% EC20 calcium, 100% full calcium; activation, % at 7.2 µM; 340,000 compounds, 0.24% hits;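 active means activation above the mean over all tested compounds plus 3 SD, cut at about 30% in these data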;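 further: rise in fluorescence read as greater calcium sensitivity of cardiac thin filaments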
PvdQ inh: blocks Pseudomonas aeruginosa PvdQ acylase activity; 340,000 compounds, 0.063% hits; AID 488965; inhibition, % at 10 µM; purified PvdQ acylase, fluorescence plate reader; in the data active means inhibition above about 30%, passing the limit was not always enough; inconclusive means no clear call, values can overlap the other calls;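 further: 0% = vehicle neutral wells and 100% = reference inhibitor wells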
NSD2 HMT inh: inhibitors of human histone methyltransferase NSD2; 310,000 compounds, 0.54% hits; O96028; AID 743445; inhibition, % at 12.5 µM; NSD2 peptide methylation, AlphaScreen, 120 min; in the data active means inhibition above about 50%
Keap1 Nrf2 FP: Keap1-Nrf2 (human) interaction inhibition; AID 504523; 340,000 compounds, 0.15% hits; Q14145; Keap1 Kelch-Nrf2 peptide fluorescence polarization, 1536-well; inhibition, % at 9.4 µM; in the data active means inhibition above about 12%; inconclusive means no clear call, values can overlap the other calls; inactive means below about 7.3%;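 further: human Keap1 Kelch domain with fluorescein labeled Nrf2 9mer peptide probe; 0% = neutral control wells and 100% = peptide positive control; higher means more block of Keap1 binding to Nrf2 peptide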
Target sequence (Q14145 whole entry, looked up, the tested form may be a part): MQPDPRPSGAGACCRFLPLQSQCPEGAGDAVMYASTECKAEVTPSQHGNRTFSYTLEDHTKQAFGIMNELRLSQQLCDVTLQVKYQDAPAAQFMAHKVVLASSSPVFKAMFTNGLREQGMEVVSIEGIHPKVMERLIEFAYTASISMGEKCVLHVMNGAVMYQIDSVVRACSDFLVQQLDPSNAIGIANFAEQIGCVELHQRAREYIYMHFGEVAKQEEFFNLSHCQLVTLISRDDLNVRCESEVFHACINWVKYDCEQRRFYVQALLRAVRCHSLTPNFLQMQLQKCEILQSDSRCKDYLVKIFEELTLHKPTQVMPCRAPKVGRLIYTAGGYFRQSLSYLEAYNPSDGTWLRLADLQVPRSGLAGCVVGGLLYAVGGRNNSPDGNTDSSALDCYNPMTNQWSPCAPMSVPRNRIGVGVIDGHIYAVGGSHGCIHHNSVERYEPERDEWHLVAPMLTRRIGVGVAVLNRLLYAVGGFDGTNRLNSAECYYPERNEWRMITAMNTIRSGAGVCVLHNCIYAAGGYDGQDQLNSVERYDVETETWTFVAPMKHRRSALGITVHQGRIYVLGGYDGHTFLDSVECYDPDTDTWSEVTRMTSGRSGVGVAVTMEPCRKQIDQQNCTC
The depositor's hits bear a star; ? = inconclusive; · = not tested or not shown.

SMILES	dFosB activator	Rtt109 HAT inh	C-LANA FP	RTF Ca sens inh	CDK5 p35 inh	SUMO Mot1 rescue	PfHsp90 set2	RTF Ca sens act	PvdQ inh	NSD2 HMT inh	Keap1 Nrf2 FP
O=C(CN1C(=O)C2CC=CCC2C1=O)NC1CCCCC1 (centres undefined)	5	6	-1.2	3	-1.6	1	·	-2	0	-10	2
Cc1cccc(NC(=O)CSc2nc3c(oc4ccccc43)c(=O)n2-c2ccccc2)c1	1	14	0.3	0	-0.3	69	6	-3	3	10	8
CN1CCN(CCOc2ccc(-c3ccccc3)cc2)CC1	2	0	-0.6	-3	0.5	1	1	-1	-11	-3	4
Cc1nn(CCOc2ccccc2)c(=O)n1-c1c(F)cccc1F	-3	-8	0.7	3	0.3	20	15	3	-9	-3	-5
COC(=O)C1=NNC(C(=O)c2ccco2)C1c1ccc(OC)cc1 (centres undefined)	3	-4	0.2	-9	-2.7	-13	21	3	-6	-1	-6
O=C(CCn1c(=S)oc2ccccc21)Nc1ccc(F)cc1	0	·	-1.1	-13	-3.0	-4	-3	1	-16	1	2
COc1ccccc1NS(=O)(=O)c1ccc(C(=O)N2CCCC(C(F)(F)F)C2)cc1 (centres undefined)	-6	19	-1.0	-6	-0.3	-2	·	-1	2	-3	-5
O=C(CSc1nc2[nH]c(=O)cc(O)c2s1)Nc1nccs1	-8	1	0.6	-2	-5.9	0	3	1	-13	-2	-4
CCOC(=O)C1CCCN(CC(=O)NC2=Nc3ccccc3N=C(C)C2c2ccccc2)C1 (centres undefined)	-17	9	2.2	-7	0.3	8	18	14	-2	-12	-1
Cc1cc(Br)c2c(c1)C(O)(N1CCCCC1C)C(=O)N2 (centres undefined)	-9	6	0.3	-3	-1.9	1	-28	30*	-13	3	-5
COc1ccccc1NS(=O)(=O)c1cc(NC(=O)c2cccs2)ccc1N1CCCCC1	-1	2	0.3	15	0.8	-6	-18	3	6	13	-2
CCC(=O)N1CCc2cc(S(=O)(=O)CCC(=O)NCCc3ccccc3)ccc21	-5	0	0.1	-1	1.1	7	23	-3	-15	1	5
Cc1ccc(S(=O)(=O)NCC(=O)N(CC(=O)NCC2CCCO2)Cc2ccccc2Cl)cc1 (centres undefined)	-4	2	4.3	-15	-2.4	189	-1	0	-16	0	-6
CCN1CCN(C(=S)Nc2cc(C(=O)OC)ccc2C(=O)OC)CC1	-10	33	1.0	-12	-0.9	-26	8	-2	6	11	-2
CC1CCN(C(=O)c2[nH]cnc2C(=O)Nc2cccc(Cl)c2)CC1	-17	-1	3.2	-36	0.2	-3	3	0	5	·	-2
Cc1cc2cc(C#N)c(N3CCN(S(C)(=O)=O)CC3)nc2cc1C	4	-3	1.1	4	0.3	4	5	2	0	-1	-4
CCn1c(SCC(=O)N2CCN(c3ccccc3)CC2)nnc1-c1ccoc1C	-5	15	1.4	-7	0.9	-20	10	0	1	2	-4
O=C(COC(=O)c1ccc2c(c1)OCCO2)NCCC1=CCCCC1	-3	-16	-0.4	2	-1.6	4	-6	-3	-15	0	-3
Cc1nn(-c2ccccc2)c(C)c1/C=N/n1cnnc1	-2	5	0.5	-5	-1.8	47	8	-4	-8	-1	-2
CCCOc1ccc2ccccc2c1/C=C1\SC(=O)NC1=O	-8	-4	-1.0	-5	0.5	-11	105*	1	-14	5	-3
CCC(=O)NC(=S)NNC(=O)COc1ccc(Br)cc1	3	4	-0.2	-6	-0.5	-19	-24	-5	-6	0	-3
O=C(CN1CCN(c2ccc(Cl)cc2)CC1)Nc1cccc(F)c1	1	-2	-1.2	-5	-1.4	7	-6	-4	9	·	-6
CCOC(=O)C1=C(C)NC(SC)=NC1c1ccccc1 (centres undefined)	-2	21	0.7	-7	1.8	-7	-4	-7	3	1	6
COc1ccc(-c2nnc(SCc3cc(C)cc(C)c3)o2)cc1	-8	11	0.0	-1	0.7	7	-54	-7	-3	-1	-5
O=C(O)c1cccc(Nc2nc(C(F)(F)F)nc3ccccc23)c1	1	3	-1.0	-5	1.2	-5	-2	1	2	1	0
O=C(CN1CCN(S(=O)(=O)c2ccc(Br)cc2)CC1)N/N=C/c1ccccc1C(=O)O	-1	-1	-0.8	-4	-3.0	-24	-6	3	-11	4	2
COc1ccc(S(=O)(=O)NNC(=O)C2Cc3c(ccc4ccccc34)O2)cc1 (centres undefined)	-7	12	0.7	-1	-0.6	2	-7	9	-9	·	-4
C=C(C)Cn1c(=O)c(NC(=O)c2ccccc2)c2n(c1=S)CCC2	-9	-7	0.9	2	0.0	-9	37	10	1	2	-5
CCC1CCCCN1CCCNC(=O)CSc1nc2nc(C)c(Cc3ccccc3Cl)c(C)n2n1 (centres undefined)	-4	5	1.8	2	1.1	4	-23	-6	-20	1	-4
Cc1cc(OCC(=O)Nc2ccc(CN3CCCCC3)cc2)ccc1Cl	-13	6	1.5	·	0.4	159	-5	·	-10	1	3
COc1ccccc1/C=C/C(=O)NCC(=O)N/N=C(\CCC(=O)O)c1ccccc1	-6	·	-0.1	11	0.2	-2	9	2	4	-2	-4
O=C(CNC(=O)C12CC3CC(CC(C3)C1)C2)Nc1ncccc1O	5	-1	0.2	-6	0.0	10	28	3	-15	-5	-5
O=C(OCC(=O)N1CCCCC1)c1ccc2ccccc2n1	-19	-16	0.0	-11	1.1	13	·	2	-10	-2	1
CN(CCOc1ccc(Cl)cc1)C(=O)CN1C(=O)NC2(CCCC2)C1=O	3	-1	2.3	-6	1.1	119	14	-3	-4	1	0
CC1CCN(C(=O)c2ccc(NS(=O)(=O)c3cccc4cccnc34)cc2)CC1	-9	10	0.1	-6	1.0	2	11	6	5	·	2
CCOc1ccccc1OCCCNCc1ccco1	3	6	-0.2	2	0.9	1	-13	5	-16	13	0
COc1ccc(N2C(=O)CCC(C(=O)N(C)CCc3ccccn3)C2c2ccc(OC)c(OC)c2)cc1 (centres undefined)	-9	4	1.5	-1	-1.6	12	·	-4	-8	-3	0
O=C(c1ccc(C(F)(F)F)cc1)N1CCCCC1	8	-9	0.2	-1	0.0	3	19	-3	-14	-6	-5
CCCCn1c(SCc2nc(N)nc(N3CCCCC3)n2)nc2c1c(=O)n(C)c(=O)n2C	-3	4	-0.6	-17	1.6	23	4	-1	-9	24	-4
N#Cc1ccc(C2N=C(c3ccccc3)NO2)cc1 (centres undefined)	-9	-4	-0.1	-3	0.9	1	3	3	-10	8	-3
O=C(CCc1c[nH]c2ccccc12)NCCOc1ccccc1	-5	4	-0.2	0	0.7	-5	8	-4	2	·	-3
Cc1nc2ccc(Cl)cc2nc(C)/c1=N\O	2	1	13	3	2.1	-12	-26	34*	-9	0	-21
Cc1ccc(OCC(=O)NCCCNC(=O)c2ccccn2)cc1	-5	-7	-0.8	-11	-0.5	124	13	-1	-11	0	-2
CC1CCN(C(=O)c2cc(-c3ccco3)on2)CC1	-13	2	-0.4	-3	-1.4	-2	-2	-1	-4	10	-1
CC(=O)CCC(=O)c1ccc2ccccc2c1	-12	0	0.6	4	-0.7	31	15	-1	-4	1	2

The list goes on, overlapping the part above by 2 compounds.
SMILES	dFosB activator	Rtt109 HAT inh	C-LANA FP	RTF Ca sens inh	CDK5 p35 inh	SUMO Mot1 rescue	PfHsp90 set2	RTF Ca sens act	PvdQ inh	NSD2 HMT inh	Keap1 Nrf2 FP
CC1CCN(C(=O)c2cc(-c3ccco3)on2)CC1	-13	2	-0.4	-3	-1.4	-2	-2	-1	-4	10	-1
CC(=O)CCC(=O)c1ccc2ccccc2c1	-12	0	0.6	4	-0.7	31	15	-1	-4	1	2
CCOC(=O)c1c(C)[nH]c(O)c1C=Nc1ccc(Cl)cc1	-13	3	1.1	-4	1.4	10	-8	5	-8	2	-14
COc1ccc(OCCOC(=O)c2ccc(F)c(S(=O)(=O)N3CCOCC3)c2)cc1	-2	7	-0.4	4	-0.6	9	10	2	2	-2	-4
CCOC(=O)C1=CC[C@H]2c3c(c4ccccc4n3C)C(=O)C1N2Cc1ccccc1	1	2	1.4	-10	-3.1	21	8	-1	-32	·	-4
CCN1C(=O)CC(C(C)C)N(C2CCCC2)c2nc(Nc3ccc(C(=O)NC4CCN(C)CC4)cc3OC)ncc21 (centres undefined)	12	?	-1.0	1	0.6	·	-4	-1	0	·	1
C=CCN=C(C)C1=C(O)CCC1=O	2	5	-0.2	3	-2.3	0	11	-2	-7	3	0
O=C(c1ccc(Cl)s1)N1CCN(c2ncccn2)CC1	0	3	-0.7	3	-0.5	0	-4	3	-7	-2	-3
CC(C)(C)OC(=O)NCCCCCc1cn(CC(=O)NCCCCCCCCCCC(=O)N2CCN(C(=O)OC(C)(C)C)CC2)nn1	4	1	0.3	-14	0.1	3	9	3	4	·	-4
O=C(Nc1sc2c(c1C(=O)c1ccc(Cl)cc1)CCCC2)c1cccnc1	-7	1	-0.7	2	0.5	-13	·	-8	17	2	-3
CCOP(=O)(c1ccccc1)c1nc(-c2ccccc2C)oc1NCc1ccccc1 (centres undefined)	-5	8	-1.3	-5	0.9	-10	-22	2	-18	-1	-5
O=C(O)c1sccc1SCc1ccc(Cl)cc1Cl	7	8	-1.2	-11	1.4	40	26	-5	-14	-1	1
Cc1ccc(S(=O)(=O)N2CCOC23CCN(C(=O)c2ccccc2Br)CC3)cc1	-10	2	-0.4	1	-0.8	-12	-8	-6	-18	8	-1
O=C(CN1CCSC1=O)N1CCN(S(=O)(=O)c2ccccc2)CC1	-1	-2	1.6	1	-1.0	146	-3	-2	0	-2	0
COc1ccc(NC(=O)C2CCCN2C(=O)NCc2ccccc2)cc1OC (centres undefined)	-1	11	0.5	-7	-0.9	11	-5	3	-8	-4	-1
O=C(Nc1ccc(Br)cn1)c1cccc2ccccc12	-6	1	47	-2	-0.2	16	6	1	-14	13	-3
CC1CCCCN1C(=O)Cn1cc(C=O)c2ccccc21 (centres undefined)	-1	0	-1.7	2	-1.1	4	-9	13	-8	0	-4
C[C@H](CO)N1C[C@H](C)[C@@H](CN(C)C(=O)Nc2ccccc2)Oc2ccc(NC(=O)c3ccncc3)cc2C1=O	-6	-3	-0.3	13	-0.4	·	-37	-1	-8	·	-6
Cc1ccc(OC(=O)C(F)(F)F)c2c1NCCC2	-7	3	0.0	-26	0.3	-6	13	-2	-1	2	-3
COCc1cc(=O)n2c(-c3ccc(C)cc3)n[nH]c2n1	0	3	3.6	-8	-1.5	45	-9	-6	10	·	1
CCn1c(N2CCC(Cc3ccccc3)CC2)nc2c1c(=O)[nH]c(=O)n2C	-10	7	-2.9	-3	-0.8	-15	-27	-3	-7	11	-3
